Screening data deposited in PubChem BioAssay by National Center for Advancing Translational Sciences (NCATS).
TDP1 inh – qHTS Assay for Inhibitors of Tyrosyl-DNA Phosphodiesterase (TDP1). recombinant TDP1, AlphaScreen DNA substrate cleavage. Potency, µM (titrated, usually from 130 µM), inactives show top-dose activity change, negative = inhibition, usual class: inhibitors. actives 0.28% (n = 350,000); note: nearly all actives have a fitted effect of over 40% in size
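Tdp1 1 nM final; 15 min RT w/ cpd; substrate 15 nM, 5 min; beads 10 ug/ml, 10 min; AlphaScreen read. Neg ctrl: no enzyme.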
FEN1 inhibitor – qHTS Assay for the Inhibitors of Human Flap endonuclease 1 (FEN1); P39748; Recombinant FEN1 flap cleavage, fluorescence, 15 min; Potency, µM (doses to about 114 µM), without a hit: at the top dose activity change, negative = inhibition, usual class: inhibitors; actives 0.35% (n = 390,000); AID 588795, 2011; note: nearly all actives have a fitted effect of over 65% in size
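FEN1 at 10 nM preincubated with compounds 15 min at room temperature, then flap DNA substrate added at 50 nM final. Signal read at 0 and 15 min; concentration-response fitted with four-parameter Hill equation.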
N370S GC – qHTS Assay for Inhibitors and Activators of N370S glucocerebrosidase as a Potential Chaperone Treatment of Gaucher Disease | Potency, µM (titrated, usually from 59.4 µM), inactives show at the highest dose activity change, negative = inhibition, usual class: inhibitors | Lysosomal acid glucosylceramidase (Homo sapiens), P04062 | actives 0.092% (n = 330,000) | N370S GC spleen homogenate, 4MU-glucoside fluorescence;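 note: 0% = full enzyme activity and -100% = no enzyme basal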
* marks the source's active call; other numbers are inactive results; ? = inconclusive; . = no result given; & = joins results of further samples; [ ] = remark or other dose. Calls come from the whole dose curve; as a rule, active = well fitted curve in the direction sought with a large enough effect; inconclusive = small, poorly fitted or top-dose-only effect, or another doubt; inactive = no such curve, though single readings can be large; an effect the other way counts as inactive or inconclusive. Unless noted, % is set by controls: 0 for no effect and ±100 for the full control effect; potency is the fitted concentration of half-maximal effect. Only part of the results is shown (hit frequency here may not be typical).

SMILES | TDP1 inh | FEN1 inhibitor | N370S GC
CCOC(=O)Nc1ccc(NCc2ccc(F)cc2)nc1N | 16.8%[56.1 µM] | ? | 16.9%&-3.9%
C[C@H](CCC(=O)O)[C@H]1CC[C@@H]2[C@@H]3[C@@H](O)C[C@H]4C[C@@H](O)CC[C@@]4(C)[C@H]3CC[C@@]21C | 11.8%[21 µM] | . | 7.9%[21.6 µM]
